NCI-60 one-dose screen, 48 h, at 10 µM unless noted. Numbers give growth in % (100 = growth as untreated, 0 = no growth, -100 = all killed).
LOX IMVI: LOX IMVI melanoma; 7.4% of 79,000 active
HS 578T: HS 578T breast cancer | 4.1% of 78,000 active | AID 1794788
SK-MEL-2: SK-MEL-2 melanoma | 4.7% of 77,000 active | AID 1794763
T-47D: T-47D breast cancer. 5% of 79,000 active. AID 1794792
MDA-MB-435: MDA-MB-435 melanoma. 7.8% of 82,000 active. AID 1794794
SK-MEL-5: SK-MEL-5 melanoma | 6.4% of 80,000 active
BT-549: BT-549 breast cancer; AID 1794793; 4.4% of 78,000 active
SK-MEL-28: SK-MEL-28 melanoma. 4.1% of 81,000 active
Numbers without * were called inactive; · = no result given; & = joins results of further samples. Rule for the calls: active = growth percent below 10; inactive = the rest. Only part of the results is shown. The share of hits here may be higher or lower than overall.

SMILES	LOX IMVI	HS 578T	SK-MEL-2	T-47D	MDA-MB-435	SK-MEL-5	BT-549	SK-MEL-28
c1ccc2c(c1)sc1ccccc12	94	104	113	112	93	91	97	105
Cc1coc2c1CCC(C)C2 (stereo not given)	94	105	·	107	105	103	·	111
C[C@]12CC[C@H]3[C@@H](C[C@@H]4SC(c5ccc(F)cc5)=N[C@@]45CC(=O)CC[C@]35C)[C@@H]1CCC2=O	106	113	104	92	104	107	121	108
O=S(=O)(Cc1ccccc1)C(Br)Br	100	93	104	84	82	100	91	95
Nc1c(Br)cc([N+](=O)[O-])cc1[N+](=O)[O-]	103	106	138	107	112	·	110	116
O=C1NC(=O)C(=Cc2ccc(OCCCCC3CCCCC3)c(Cl)c2)C(=O)N1	56	105	90	92	102	98	95	111
COc1cc(NC(=O)CN(CCCl)CCCl)cc(OC)c1OC	72	·	105	103	109	81	130	110
Cc1cccc(C)c1OP(=O)(Oc1c(C)cccc1C)Oc1c(C)cccc1C	69	·	·	90	99	93	131	88
O=[N+]([O-])c1csc([N+](=O)[O-])c1	99	111	103	101	109	99	104	107
OC1CCCCC1N1CCC(c2ccccc2)CC1 (stereo not given)	99	108	·	97	100	106	98	103
CCCCCCCCCC(=O)N[C@@](C)(CC)C(=O)N1CCC[C@H]1C(=O)N[C@@H](CC(C)C)C(=O)N[C@@](C)(CC)C(=O)N[C@@H](CCC(N)=O)C(=O)N[C@H](CCC(N)=O)C(=O)NC(C)(C)C(=O)NC(C)(C)C(=O)N[C@@H](CCC(N)=O)C(=O)N[C@H](CC(C)C)C(=O)N[C@H](CO)CC(C)C	-93*	-59*	-86*	-59*	-97*	-98*	-86*	-100*
N#CCCCCCBr	100	·	106	123	100	101	105	97
CC(C)CN(CC(C)C)CC(O)c1ccc(Br)cc1 (stereo not given)	98	92	97	95	97	97	95	95
CN(C)COC(=S)SP(=O)(Oc1ccccc1)SC(=S)OCN(C)C	102	121	155	100	94	109	102	107
N[C@H](C[C@H]1CC(Br)=NO1)C(=O)O	94	108	104	88	100	99	67	108
CC(N)C(O)c1ccc(O)cc1 (stereo not given)	93	103	106	96	108	108	95	109
CC12CCC3C(C=CC45CC(O)CCC34C5)C1CCC2OC1CCCCO1 (stereo not given)	101	120	139	100	101	103	124	107
ClCc1ccc(CCl)c(Cl)c1	99	101	94	98	109	98	104	107
CCCCC1(c2ccccc2)C(=O)NC(=O)NC1=O	100	108	97	96	109	102	97	111
C[C@H](c1ccccc1Cl)n1cc(C(N)=O)nn1	97	112	101	95	97	102	104	108

Complete entries from above.
CCCCCCCCCC(=O)N[C@@](C)(CC)C(=O)N1CCC[C@H]1C(=O)N[C@@H](CC(C)C)C(=O)N[C@@](C)(CC)C(=O)N[C@@H](CCC(N)=O)C(=O)N[C@H](CCC(N)=O)C(=O)NC(C)(C)C(=O)NC(C)(C)C(=O)N[C@@H](CCC(N)=O)C(=O)N[C@H](CC(C)C)C(=O)N[C@H](CO)CC(C)C is entered as LOX IMVI: -93*; HS 578T: -59*; SK-MEL-2: -86*; T-47D: -59*; MDA-MB-435: -97*; SK-MEL-5: -98*; BT-549: -86*; SK-MEL-28: -100*
CC(N)C(O)c1ccc(O)cc1 (stereo not given) is entered as LOX IMVI: 93; HS 578T: 103; SK-MEL-2: 106; T-47D: 96; MDA-MB-435: 108; SK-MEL-5: 108; BT-549: 95; SK-MEL-28: 109
C[C@]12CC[C@H]3[C@@H](C[C@@H]4SC(c5ccc(F)cc5)=N[C@@]45CC(=O)CC[C@]35C)[C@@H]1CCC2=O is entered as LOX IMVI: 106; HS 578T: 113; SK-MEL-2: 104; T-47D: 92; MDA-MB-435: 104; SK-MEL-5: 107; BT-549: 121; SK-MEL-28: 108

The main list resumes, starting 2 compounds before the break.
SMILES	LOX IMVI	HS 578T	SK-MEL-2	T-47D	MDA-MB-435	SK-MEL-5	BT-549	SK-MEL-28
CCCCC1(c2ccccc2)C(=O)NC(=O)NC1=O	100	108	97	96	109	102	97	111
C[C@H](c1ccccc1Cl)n1cc(C(N)=O)nn1	97	112	101	95	97	102	104	108
Cc1cc(C)c(CCN(C)C)c(C)c1	99&94	105&104	102&102	98	116&103	109&105	100&114	113&104
COc1cc(C=C2C(=O)NC(=O)NC2=O)ccc1O	102	123	·	101	101	109	111	131
C=CC(COC(C)=O)N1CC1 (stereo not given)	102	106	121	101	107	111	117	112
C=C(C)C(=O)OCC1CO1 (stereo not given)	102	109	98	88	104	106	95	107
OCCNC1CCCCC1	104	108	104	98	106	103	113	104
COC(=O)C1=CO[C@@H](C)[C@@H]2CN3CCc4c([nH]c5cc(OC)ccc45)[C@@H]3C[C@H]12	95	94	100	93	107	98	105	114
O=C(NCCCO)c1cn(Cc2ccccc2)c2ccc(OCCCO)cc12	83	102	104	91	101	100	99	110
OC1CC2(Cl)C(Cl)=C(Cl)C1(Cl)C2(Cl)Cl (stereo not given)	99	120	115	79	103	98	122	118
Fc1c[c-]c(-c2ccccn2)c(F)c1.[CH3-].[Pt+2].c1ccc([PH+](c2ccccc2)c2ccccn2)cc1	-95*	-1.2*	-34*	-7.7*	-50*	-75*	-1.4*	-22*
C[N+](C)(C)CC1CCCC1	98	110	105	34	95	103	106	107
CC(=O)OCC(=O)OC1CCC2C3CCC4=CC(=O)CCC4(C)C3CCC12C (stereo not given)	102	29	67	97	97	100	98	99
CCc1cccc(CC)c1NC(=NCCN1CC1)Nc1c(CC)cccc1CC	31	83	96	53	56	82	69	106
CN1C2CCC1[C@@H](COC(=O)c1ccccc1)[C@@H](O)C2 (stereo not given in full)	103	119	104	124	121	112	143	128
Cc1ccc2nc(N)n(-c3ccccc3)c(=O)c2c1	105	115	104	106	88	95	89	112
COc1ccc(CN2CCN(Cc3ccccc3)CC2)c(O)c1	92	102	90	85	103	88	92	115
Cc1ccc2c(c1)NP(=S)(Oc1ccccc1)N2 (stereo not given)	104	103	101	101	109	112	106	111
Cn1c(=O)c2c(nc(-c3ccc(N(CCCl)CCCl)cc3)n2C)n(C)c1=O	91	115	90	90	79	79	93	97
c1ccc(CCN2CCCCC2Cc2ccccc2)cc1 (stereo not given)	91	116	88	86	118	95	111	97
C[C@]12CCc3sc(NCCc4ccccc4)nc3C1=CC[C@@H]1[C@@H]2CC[C@]2(C)C(=O)CC[C@@H]12	70	76	92	75	58	66	60	83
Cc1nc(N)n[nH]1	104	108	149	111	109	104	114	130

Single entries from the list:
Value of COc1cc(NC(=O)CN(CCCl)CCCl)cc(OC)c1OC under MDA-MB-435: 109
Value of O=C(NCCCO)c1cn(Cc2ccccc2)c2ccc(OCCCO)cc12 under BT-549: 99

In the list so far, seven contain sulfur.
SMILES	LOX IMVI	HS 578T	SK-MEL-2	T-47D	MDA-MB-435	SK-MEL-5	BT-549	SK-MEL-28
c1ccc2c(c1)sc1ccccc12	94	104	113	112	93	91	97	105
C[C@]12CC[C@H]3[C@@H](C[C@@H]4SC(c5ccc(F)cc5)=N[C@@]45CC(=O)CC[C@]35C)[C@@H]1CCC2=O	106	113	104	92	104	107	121	108
O=S(=O)(Cc1ccccc1)C(Br)Br	100	93	104	84	82	100	91	95
O=[N+]([O-])c1csc([N+](=O)[O-])c1	99	111	103	101	109	99	104	107
CN(C)COC(=S)SP(=O)(Oc1ccccc1)SC(=S)OCN(C)C	102	121	155	100	94	109	102	107
Cc1ccc2c(c1)NP(=S)(Oc1ccccc1)N2 (stereo not given)	104	103	101	101	109	112	106	111
C[C@]12CCc3sc(NCCc4ccccc4)nc3C1=CC[C@@H]1[C@@H]2CC[C@]2(C)C(=O)CC[C@@H]12	70	76	92	75	58	66	60	83

Next section
SMILES	LOX IMVI	HS 578T	SK-MEL-2	T-47D	MDA-MB-435	SK-MEL-5	BT-549	SK-MEL-28
NCCc1cc(O)c(O)cc1O	101	120	101	100	108	99	91	114
COc1cc2c(c(OC)c1OC)-c1ccc(O)cc1[C@@H](NC(C)=O)CC2	20&12	30&50	41	64&56	-47*	-62*	8.3*	40&52
O=[N+]([O-])c1ccccc1-c1ccccc1	91	107	97	100	98	108	100	117
CCCC(=O)N(C)C1=Nc2ccc(Cl)cc2C(c2ccccc2)=[N+]([O-])C1	98	97	95	82	96	93	87	113
NC(=O)NC(=O)CCl	84	92	88	67	90	88	79	110
O=C1C2C3CCC(O3)C2C(=O)N1CCO (stereo not given)	93	125	101	96	103	102	104	126
O=C(/C=C/c1cccc(Br)c1)c1nc2ccccc2n1Cc1ccc(F)cc1	·	·	64	18	12	58	13	51
NC(=S)N=C(N)N	102	·	105	99	91	103	92	107
c1ccc2nc3c(cc2c1)CNC3	87	100	123	98	103	·	98	119
CC(C#N)N1CCN(c2ccc(Cl)cc2)CC1 (stereo not given)	89	92	106	91	105	104	89	104
CCCCOP(=O)(CCCC)OCCCC	100	110	118	101	113	94	116	113
CO[C@H]1CC[C@@]2(C)C(=CC[C@@H]3[C@@H]2CC[C@]2(C)C(=O)C(=O)C[C@@H]32)C1	93	93	128	97	112	99	106	117
COc1cccc(CCN)c1	101	·	131	103	102	100	106	111
CN(N=O)C1CCS(=O)(=O)C1 (stereo not given)	97	102	67	124	101	103	·	99
CCC1(NC(=O)c2cc(F)c(F)c(F)c2F)C(=O)NC(=O)N(C(C)C)C1=O (stereo not given)	42	28	68	214	60	65	73	53
Nc1ccc(P(=O)(O)O)cc1	98&89	110	99&120	101	105&107	107&110	98&115	111&117
S=P(NCCSCc1ccccc1)(N1CC1)N1CC1	99	·	106	98	109	103	97	111
O=c1[nH]cc(N(CCCl)CCCl)c(=O)[nH]1	46	88	102	53	87	82	81	·
CCOP(=O)(OCC)N(CCCSC/C=C(\C)CC/C=C(\C)CCC=C(C)C)CCCN1CCN(C)CC1	75	·	120	82	96	99	106	107
CC(=O)C(c1c(O)c2ccccc2oc1=O)c1cc(=O)oc2c1ccc1ccccc12 (stereo not given)	97	92	·	84	103	97	88	110
O=P(O)(Oc1ccccc1)c1ccccc1	94	112	103	103	107	108	107	120
COc1ccc2c(c1)c(C1(O)CC(CSC#N)OC1=O)cn2C(=O)c1ccc(Cl)cc1 (stereo not given)	98	101	80	100	99	111	98	150
CN1C(=O)C(=Cc2cn(Cc3ccccc3)c3ccccc23)C(=O)N(C)C1=O	83	87	82	43	102	63	89	99
O=C1Nc2ccccc2C1(Cl)Cl	106	113	107	102	110	106	91	106
COc1ccccc1N1CCN(CC(C)C)CC1	104	92	99	113	99	98	104	96
O=C1CCC(c2ccccc2)(c2ccccc2)C(=O)N1	95	122	118	106	102	108	115	106
COC(=O)[C@@H](C)C[C@H](Cc1ccccc1)NC(=O)c1csc([C@@H](C[C@H](C(C)C)N(C)C(=O)[C@@H](NC(=O)[C@H]2CCCCN2C)C(C)C)OC(C)=O)n1	14	-2.6*	16	55	-55*	-50*	-21*	39
O=C(O)CCCCCCCCC(=O)O (tested in a mixture with another compound)	109	107	119	110	99	109	113	105
Cc1ccc(S(=O)(=O)N/N=C\c2ccc(N(CCCl)CCCl)cc2)cc1	81	112	130	97	104	99	96	114
Clc1ccc(-c2nc(-c3ccc(Cl)cc3)nc(N3CC3)n2)cc1	93	99	102	69	97	94	102	103
NNc1ccccc1	65	109	·	54	89	88	·	107
Clc1ccc(N2COOC3(OOC2)C2CC4CC(C2)CC3C4)cc1	-83*	76	87	49	53	55	69	103
c1ccc(CCN2CCCC2)nc1	102	97	98	95	108	100	100	109
O=[N+]([O-])c1cnc[nH]1	98	106	102	117	105	106	112	114
OCCN1CCN(c2ccccc2Cl)CC1	97	115	122	98	111	106	107	114
CN(C)P(=O)(Oc1ccccc1)N(C)C	105	110	·	99	102	102	·	99
NC(N)=NC(N)=Nc1ccc(Cl)cc1	110	·	111	109	101	108	104	99
CC1NC(=O)NC(=O)C1Br (stereo not given)	91	123	106	99	·	100	114	113
Cc1ccc(C(=O)N2CC2C)cc1 (stereo not given)	·	110	97	99	121	·	116	111
CC1(C)N=C(N)N=C(N)N1c1ccc(CCCC(=O)Nc2ccc(S(=O)(=O)F)cc2)cc1	47	102	96	94	27	48	75	78
CC(=O)O[C@H]1CC[C@@]2(C)C(=CC[C@H]3[C@@H]4C[C@@H](N5CC5)[C@H](C(C)=O)[C@@]4(C)CC[C@@H]32)C1	88	98	103	88	100	85	100	102
O=C(O)c1nn(Cc2ccc(Cl)cc2)c2ccccc12	101	105	114	104	116	97	122	119
CCC1(Oc2ccccc2)C(=O)NC(=O)NC1=O	100&112	107&104	125&112	112&102	108&110	114&107	111&106	124&108
BrCc1ccc(Br)cc1	103	116	119	105	102	99	117	103
Cc1cc(N(CCCl)CCCl)ccc1C=Nc1ccccc1-c1ccccc1	66	104	115	27	93	86	84	95
Cc1cc(N(CCCl)CCCl)ccc1C=Nc1ccc(-c2csc(Cc3ccccc3)n2)cc1	63	106	109	45	78	84	69	91
